S100A4 inh HTS: inhibitors of human S100A4 binding to myosin IIA peptide. S100A4/TAMRA-MyoIIA peptide fluorescence polarization. inhibition, % at 10.7 µM. 360,000 compounds, 0.14% hits;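 active = mean inhibition of at least 70% across replicates, with every replicate also reaching that level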
Target sequence (P26447 whole entry, looked up): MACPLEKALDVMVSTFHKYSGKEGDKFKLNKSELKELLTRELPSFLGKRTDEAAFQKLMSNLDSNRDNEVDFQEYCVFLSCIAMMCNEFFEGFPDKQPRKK
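Compound dosing: one dose per compound; test system: human S100A4 monomer with TAMRA-labelled myosin IIA peptide; probe or stimulus: TAMRA-labelled myosin IIA heavy-chain peptide probe, 5 nM; medium: HEPES buffer with Ca2+, pH 7.2; schedule: 5 min incubation before reading; benchmarks: neutral control DMSO, positive control TFP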
SIRT5 inh: blocks human SIRT5 desuccinylation of peptide; Q9NXA8; Purified SirT5, succinyl-peptide AMC, trypsin-coupled fluorescence; inhibition, % at 15 µM; 330,000 compounds, 1.1% hits; in the data active = inhibition above about 15%
Target sequence (Q9NXA8 whole entry, looked up): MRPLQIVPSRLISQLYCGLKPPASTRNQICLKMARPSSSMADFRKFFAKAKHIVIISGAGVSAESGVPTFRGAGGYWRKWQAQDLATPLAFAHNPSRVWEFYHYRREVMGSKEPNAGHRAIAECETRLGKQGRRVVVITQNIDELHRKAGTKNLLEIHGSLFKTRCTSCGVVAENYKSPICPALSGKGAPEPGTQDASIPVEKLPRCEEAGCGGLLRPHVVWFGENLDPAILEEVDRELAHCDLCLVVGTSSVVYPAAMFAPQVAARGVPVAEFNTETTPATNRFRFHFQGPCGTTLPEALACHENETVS
C2C12 statin: suppressors of simvastatin-induced myotoxicity in C2C12 myotubes. ATP luminescence, 48 h; scaled: DMSO 0, geranylgeraniol control 100. rescue of ATP level, % at 7.49 µM. AID 602340. 330,000 compounds, 0.78% hits;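 active = mean ATP rescue above about 67%, or every replicate alone reaching that limit, limit read from the data, passing the limit was not always enough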;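 also: myotubes were challenged with 10 µM simvastatin during compound exposure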
FN deposit inh: fibronectin deposition inhibition; AH1F fibroblasts, Alexa488-fibronectin deposition fluorescence, overnight; inhibition, % at 12.6 µM; 350,000 compounds, 0.086% hits;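 active = mean inhibition across replicates of 30% or more, regardless of how many single replicates reach that level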;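 also: positive control wells lacked labelled fibronectin entirely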
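Material: AH1F fibroblast monolayer depositing Alexa488-labelled fibronectin into matrix | Input: 10000 AH1F cells/well | Medium: DMEM plus 2% serum, read in PBS | Reagent: Alexa488-fibronectin, 24 nM final in well | Compound dosing: One dose per compound, pinned | Schedule: 1 h adhesion, overnight exposure | Measured by: Fluorescence at 485 nm excitation, 525 nm emission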
esBAF inh: blocks esBAF chromatin remodeling in mouse ES cells. Bmi1-luciferase knock-in reporter, 24 h; 100% = twice the neutral-well signal. reporter increase, % at 12.5 µM. 350,000 compounds, 2% hits. AID 602393; in the data active = activation above about 40%;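 also: 0% = median of the plate's neutral control wells and 100% = double that signal; a rise in the Bmi1 reporter signal indicates esBAF inhibition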
LGR2 antag: blocks bursicon-induced cAMP signaling via Drosophila LGR2; HEK293 LGR2, CRE-luciferase, bursicon-stimulated, 4 h; 380,000 compounds, 0.35% hits; inhibition, % at 9.99 µM; AID 720647;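 active = drop in luminescence signal, shown as inhibition above about 50% in the replicate tests, limit read from the data, passing the limit was not always enough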;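 also: agonist challenge used bursicon conditioned medium at about half maximal strength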
CASP6 VEID inh: blocks human caspase-6 cleavage activity; P55212; purified caspase-6, Z-VEID-R110 cleavage fluorescence; inhibition, % at 12.5 µM; 350,000 compounds, 0.53% hits;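 active = mean inhibition across replicates at least about 35%, with every replicate also reaching that limit, limit read from the data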;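 also: 0% = median of neutral control wells and 100% = no fluorescence left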
Target sequence (P55212 24-179 limits assumed): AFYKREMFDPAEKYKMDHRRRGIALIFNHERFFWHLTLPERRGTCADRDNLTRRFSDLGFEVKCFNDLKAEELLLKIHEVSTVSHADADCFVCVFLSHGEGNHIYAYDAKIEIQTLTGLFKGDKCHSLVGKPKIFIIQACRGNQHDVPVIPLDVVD
Target sequence (P55212 194-293 limits assumed): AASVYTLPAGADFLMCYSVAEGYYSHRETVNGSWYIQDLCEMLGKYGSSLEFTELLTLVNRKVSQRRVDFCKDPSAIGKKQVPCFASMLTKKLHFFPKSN
An asterisk follows results filed as active. Not all compounds are listed; the hit share may differ from the screen's.

Screening O=[N+]([O-])c1cc(S(=O)(=O)N2CCCC2)ccc1SCCO returned S100A4 inh HTS -1.2, SIRT5 inh 1.4, FN deposit inh -9.1, LGR2 antag 5.9 and CASP6 VEID inh -0.1.
For COc1cc2c(cc1OC)C(c1ccc([N+](=O)[O-])cc1)N(C(C)=O)CC2 (configuration not stated) the results were S100A4 inh HTS 0.3, C2C12 statin 5.5, FN deposit inh -15.6, esBAF inh -8.0, LGR2 antag 3.5 and CASP6 VEID inh -2.4.
For CCS(=O)(=O)Nc1ccccc1C(N)=O the results were S100A4 inh HTS 4.7, SIRT5 inh -2.1, FN deposit inh -2.0, LGR2 antag 32.6 and CASP6 VEID inh -0.7.
CCn1cc(C(=O)N2CCN(c3ccccc3)CC2)c(=O)c2cc(S(=O)(=O)N3CCOCC3)ccc21 was read as S100A4 inh HTS -5.2, SIRT5 inh 3.3, C2C12 statin 3.3, FN deposit inh 7.1, esBAF inh -5.4, LGR2 antag 13.4 and CASP6 VEID inh 4.2.
Screening Cc1c(C(=O)NCc2ccccc2CN2CCCC2)oc2ccccc12 returned S100A4 inh HTS -2.8, SIRT5 inh -6.9, C2C12 statin -19.2, FN deposit inh -28.8, LGR2 antag -5.3 and CASP6 VEID inh -8.3.
`N#Cc1c(NCCO)ccc([N+](=O)[O-])c1NCCO` gave S100A4 inh HTS 0.4, SIRT5 inh 1.3, FN deposit inh -2.0, LGR2 antag -1.3 and CASP6 VEID inh 1.6.
For COc1ccc(NS(=O)(=O)c2cc(NS(=O)(=O)c3cc(C(=O)O)ccc3OC)ccc2C)cc1 the results were S100A4 inh HTS -1.8, SIRT5 inh 0.0, C2C12 statin -9.0, FN deposit inh -3.0, esBAF inh -8.5, LGR2 antag 9.0 and CASP6 VEID inh 3.6.
For O=C(CN1CCc2ccccc2C1)Nc1cc(S(=O)(=O)N2CCOCC2)ccc1N1CCCC1 the results were S100A4 inh HTS -16.4, SIRT5 inh -2.1, FN deposit inh -10.4, LGR2 antag 4.7 and CASP6 VEID inh -6.4.
`CCOc1ccc(S(=O)(=O)Nc2ccc(C(=O)NCC(c3ccc(OC)cc3)N3CCOCC3)cc2)cc1` (configuration not stated) gave S100A4 inh HTS 0.4, SIRT5 inh -0.6, C2C12 statin -8.4, FN deposit inh -3.7, esBAF inh -5.9, LGR2 antag -7.5 and CASP6 VEID inh 4.4.
Cc1ccc(-c2cnc3c(c2)C(=O)N([C@H](C)CO)C[C@@H](C)[C@@H](CN(C)C(=O)Cc2ccncc2)O3)cc1 was read as S100A4 inh HTS 10.4, SIRT5 inh 12.7, C2C12 statin -0.8, esBAF inh 0.2, LGR2 antag -2.4 and CASP6 VEID inh 0.2.
CN(C)C(CNC(=O)c1ccc2ccccc2n1)c1ccccc1 (configuration not stated) was read as S100A4 inh HTS 0.6, SIRT5 inh -5.9, C2C12 statin 2.9, FN deposit inh -2.2, esBAF inh -4.0, LGR2 antag -4.1 and CASP6 VEID inh -1.0.
Screening Cc1nn(C)cc1CN(C)Cc1ccc(OCC(O)CN2CCCCC2)cc1 (configuration not stated) returned S100A4 inh HTS -1.2, SIRT5 inh -0.8, FN deposit inh -1.7, LGR2 antag 10.2 and CASP6 VEID inh -71.6.

Two compounds picked at random from those above:
Screening Cc1c(C(=O)NCc2ccccc2CN2CCCC2)oc2ccccc12 returned S100A4 inh HTS -2.8, SIRT5 inh -6.9, C2C12 statin -19.2, FN deposit inh -28.8, LGR2 antag -5.3 and CASP6 VEID inh -8.3.
For COc1ccc(NS(=O)(=O)c2cc(NS(=O)(=O)c3cc(C(=O)O)ccc3OC)ccc2C)cc1 the results were S100A4 inh HTS -1.8, SIRT5 inh 0.0, C2C12 statin -9.0, FN deposit inh -3.0, esBAF inh -8.5, LGR2 antag 9.0 and CASP6 VEID inh 3.6.

Additional structures.
Screening COCCN1CC(CNC(=O)c2cc(COc3ccccc3SC)on2)CC1=O (configuration not stated) returned S100A4 inh HTS -1.3, SIRT5 inh -0.2, C2C12 statin 5.9, FN deposit inh 2.4, esBAF inh 8.9, LGR2 antag -7.3 and CASP6 VEID inh -1.9.
For CC1(C(=O)OCC(=O)Nc2ccc(Cl)cn2)CC1(Cl)Cl (configuration not stated) the results were S100A4 inh HTS -0.2, SIRT5 inh -34.0, C2C12 statin 4.1, FN deposit inh 1.3, esBAF inh 34.0, LGR2 antag -32.9 and CASP6 VEID inh 3.6.
For COc1cccc(-c2nc(-c3ccc4c(c3)NC(=O)CO4)cs2)c1 the results were S100A4 inh HTS -5.3, SIRT5 inh -4.1, LGR2 antag -67.8 and CASP6 VEID inh 4.4.
COc1ccc(S(=O)(=O)N2CCC(C(=O)NC3CC3)CC2)cc1C was read as S100A4 inh HTS -4.2, SIRT5 inh -0.3, C2C12 statin -4.0, FN deposit inh 4.6, esBAF inh -6.3, LGR2 antag 8.8 and CASP6 VEID inh 3.4.
Screening COCC(=O)N1[C@@H](C#N)[C@@H](c2ccccc2C2=CCCC2)[C@@H]1CO returned S100A4 inh HTS -0.8, SIRT5 inh -0.6, FN deposit inh -7.8, LGR2 antag 4.0 and CASP6 VEID inh 0.1.
For Cc1c(NC(=S)NC(=O)c2cccc(Cl)c2)c(=O)n(-c2ccccc2)n1C the results were S100A4 inh HTS -0.2, SIRT5 inh 3.1, C2C12 statin 14.1, FN deposit inh -1.1, esBAF inh -7.2, LGR2 antag 0.0 and CASP6 VEID inh 1.9.
`COc1cc(CC(CC(=O)O)CC(C)OCc2ccccc2)cc(OC)c1` (configuration not stated) gave S100A4 inh HTS -1.2, SIRT5 inh -1.1, FN deposit inh -2.2 and CASP6 VEID inh 0.8.
For CC[C@H](NC(=O)[C@@H](Cc1ccccc1)NC(=O)[C@H]1O[C@@H](n2ccc(=O)[nH]c2=O)[C@H](O)[C@@H]1O)c1ccccc1 the results were S100A4 inh HTS -4.3, SIRT5 inh -0.8, FN deposit inh 3.0, LGR2 antag -26.0 and CASP6 VEID inh 1.3.
Screening CC1(C)Cc2c(sc3ncn4c(=S)[nH]nc4c23)CO1 returned S100A4 inh HTS -2.5, SIRT5 inh -0.6, FN deposit inh -19.8, LGR2 antag 7.5 and CASP6 VEID inh 4.1.
For COCC(=O)N1[C@@H](CO)[C@@H]2c3ccccc3N(C(=O)NC(C)C)C[C@@H]21 the results were S100A4 inh HTS -1.2, SIRT5 inh 0.8, C2C12 statin -10.4, esBAF inh -6.5, LGR2 antag 13.5 and CASP6 VEID inh 4.8.
`COC(=O)COn1c(SC(C)C)nc2ccccc2c1=O` gave S100A4 inh HTS 0.1, SIRT5 inh 10.6, C2C12 statin -0.1, FN deposit inh -4.8, esBAF inh -7.3, LGR2 antag -9.5 and CASP6 VEID inh 0.2.
O=C(O)C(=Cc1ccncc1)c1cccc2ccccc12 was read as S100A4 inh HTS -1.9, C2C12 statin 4.1, FN deposit inh -3.5, esBAF inh -3.5, LGR2 antag -8.9 and CASP6 VEID inh -0.6.
For O=C(Nc1cccn(Cc2c(Cl)cccc2Cl)c1=O)c1c(Cl)cccc1Cl the results were C2C12 statin -22.0, FN deposit inh 5.3 and esBAF inh 5.5.
Screening O=C(Nc1ccc(Br)cc1F)c1ccc2c(c1)N(Cc1ccccc1)C(=O)CS2=O (configuration not stated) returned S100A4 inh HTS 0.1, C2C12 statin -12.4, FN deposit inh -0.6, esBAF inh 0.3, LGR2 antag -27.8 and CASP6 VEID inh -1.6.
`CO[C@H]1CN(C)C(=O)c2cc(NS(C)(=O)=O)ccc2OC[C@@H](C)N(C(=O)C2CCOCC2)C[C@@H]1C` gave S100A4 inh HTS -21.6, SIRT5 inh 5.2, C2C12 statin -10.7, FN deposit inh -9.0, esBAF inh 2.6, LGR2 antag -28.0 and CASP6 VEID inh 0.4.
CCCN1C[C@@H](C)[C@H](OC)CN(C)C(=O)c2ccc(NC(=O)Nc3cccc(F)c3)cc2OC[C@@H]1C was read as S100A4 inh HTS -1.0, SIRT5 inh 17.7*, C2C12 statin -10.0, FN deposit inh -16.5, esBAF inh 6.8, LGR2 antag 9.1 and CASP6 VEID inh 1.0.
For Cc1cc(C)cc(N(C(=O)c2ccccn2)C(C(=O)NC2CCCCC2)c2cccs2)c1 (configuration not stated) the results were C2C12 statin 32.8, FN deposit inh -3.4 and esBAF inh 4.4.
Screening COc1cccc(C2=NOC(C(=O)NCc3ccc(F)cc3)C2)c1 (configuration not stated) returned C2C12 statin 1.6, FN deposit inh -4.9, esBAF inh 5.9 and LGR2 antag -27.0.
COc1cccc(/C=N/N(C)C2=NS(=O)(=O)c3ccccc32)c1O was read as S100A4 inh HTS -0.7, SIRT5 inh -1.3, C2C12 statin -7.2, FN deposit inh 0.7, esBAF inh 7.0, LGR2 antag -5.4 and CASP6 VEID inh -3.4.
Screening C[C@@H]1CN([C@@H](C)CO)C(=O)c2cc(NC(=O)CCN3CCOCC3)ccc2O[C@@H]1CN(C)Cc1ccc(Cl)c(Cl)c1 returned S100A4 inh HTS 4.8, SIRT5 inh -4.0, C2C12 statin -10.3, esBAF inh -2.5, LGR2 antag 12.9 and CASP6 VEID inh 2.0.
`CO[C@@H]1CN(C)C(=O)c2ccc(NC(C)=O)cc2OC[C@H](C)N(C(=O)c2ccccc2)C[C@H]1C` gave S100A4 inh HTS -7.9, SIRT5 inh 0.4, C2C12 statin -1.2, FN deposit inh -17.5, esBAF inh 6.5, LGR2 antag 2.6 and CASP6 VEID inh 2.7.
`CSc1nsc(/C=C/Nc2ccc(C)c(C)c2)c1C#N` gave S100A4 inh HTS -5.7, SIRT5 inh -1.2, C2C12 statin 15.4, FN deposit inh -8.4, esBAF inh -1.7, LGR2 antag -19.8 and CASP6 VEID inh 1.5.
COc1ccc(-c2ccc(=O)n(Cc3ccccc3)n2)cc1 was read as S100A4 inh HTS -1.6, SIRT5 inh -1.3, C2C12 statin 35.1, FN deposit inh 1.0, esBAF inh 19.6, LGR2 antag -17.8 and CASP6 VEID inh 0.8.
O=C(NCC1COc2ccccc2O1)C1CCCN(S(=O)(=O)c2cccc3cccnc23)C1 (configuration not stated) was read as S100A4 inh HTS -6.6, SIRT5 inh -2.3, C2C12 statin -32.6, FN deposit inh -10.1, esBAF inh 3.9, LGR2 antag -15.7 and CASP6 VEID inh -0.2.

Next section, starting with the last three of the part before.
`CSc1nsc(/C=C/Nc2ccc(C)c(C)c2)c1C#N` gave S100A4 inh HTS -5.7, SIRT5 inh -1.2, C2C12 statin 15.4, FN deposit inh -8.4, esBAF inh -1.7, LGR2 antag -19.8 and CASP6 VEID inh 1.5.
COc1ccc(-c2ccc(=O)n(Cc3ccccc3)n2)cc1 was read as S100A4 inh HTS -1.6, SIRT5 inh -1.3, C2C12 statin 35.1, FN deposit inh 1.0, esBAF inh 19.6, LGR2 antag -17.8 and CASP6 VEID inh 0.8.
O=C(NCC1COc2ccccc2O1)C1CCCN(S(=O)(=O)c2cccc3cccnc23)C1 (configuration not stated) was read as S100A4 inh HTS -6.6, SIRT5 inh -2.3, C2C12 statin -32.6, FN deposit inh -10.1, esBAF inh 3.9, LGR2 antag -15.7 and CASP6 VEID inh -0.2.
For CCN(CC)CCn1c(=S)[nH]c2cc(Cl)ccc2c1=O the results were C2C12 statin -6.9, FN deposit inh -4.2, esBAF inh -15.1 and LGR2 antag -12.2.
Screening CS(=O)(=O)N1CC(=O)N2[C@H](CO)[C@@H](c3ccc(C#CCc4ccccc4)cc3)[C@H]2C1 returned S100A4 inh HTS -3.7, SIRT5 inh -0.6, LGR2 antag -4.2 and CASP6 VEID inh 0.7.
Screening C[C@H](CO)N1C[C@H](C)[C@@H](CN(C)C(=O)c2ccccc2F)Oc2ncc(C#Cc3cccc(F)c3)cc2C1=O returned S100A4 inh HTS 6.3, SIRT5 inh 10.0, C2C12 statin 12.2, FN deposit inh 3.4, esBAF inh -8.1, LGR2 antag 16.6 and CASP6 VEID inh 1.5.
`CC[C@]12c3[nH]c4cc(-c5ccco5)ccc4c3CCN1C(=O)[C@@H](CC(=O)NCc1ccc(OC)c(OC)c1)C[C@@H]2C(=O)N1CCN(C(=O)c2ccco2)CC1` gave S100A4 inh HTS -1.3, SIRT5 inh -0.7, C2C12 statin 5.3, FN deposit inh 4.3, esBAF inh 2.2, LGR2 antag -3.0 and CASP6 VEID inh 0.4.
